Screening results: PubChem BioAssay, several laboratories
AID2073: inhibitors of Mint1-CaV2.2 protein interaction, biochemical, HTRF (AID 2073); Voltage-dependent N-type calcium channel subunit alpha-1B (Homo sapiens); HTRF protein-protein interaction, Mint1-CaV2.2; higher % means a stronger effect; inhibition, % at 20 µM, or IC50 in µM where a hit was titrated; 290,000 compounds, 0.19% hits; in the data active = inhibition mostly above about 51%, no sharp cut-off; note: some results filed as inactive read as strong as hits
NS5 inhibitors: Dengue-2 NS5 methyltransferase inhibitors, primary screen, biochemical, confirmation dose response (AID 588689); Genome polyprotein (Dengue virus type 2 (strain 16681-PDK53)); Dengue-2 NS5 methyltransferase capping enzyme assay, biochemical; higher % means a stronger effect; inhibition, % at 25 µM; hits with a dose series show IC50 in µM; 340,000 compounds, 0.3% hits; in the data active = a potency from the dose series
GPR55 LPI antagonism: GPR55 antagonists blocking LPI-driven arrestin recruitment, primary screen, imaging, U2OS, beta-arrestin-GFP, LPI agonist (AID 2013); G-protein coupled receptor 55 (Homo sapiens); U2OS GPR55 beta-arrestin-GFP translocation imaging, LPI antagonism; higher % means a stronger effect; one-dose inhibition, % at 10 µM; IC50 in µM for titrated hits; 290,000 compounds, 0.13% hits;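 active = spots per cell inhibited over 60%, with over 100 cells counted and total cytoplasm intensity under 500,000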;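 note: U2OS cells stably carrying GPR55 and arrestin-GFP stimulated by 5 µM LPI near EC80; imaged beta-arrestin-GFP aggregate spots per cell after agonist stimulation; plate controls were LPI-stimulated DMSO wells for no effect and DMSO wells without LPI for full effect; some results filed as inactive read as strong as hits; confirmed hits need IC50 under 10 µM and bright autofluorescent wells are also inconclusive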
GPR55 beta-arrestin: GPR55 agonists via beta-arrestin recruitment, primary screen, imaging, U2OS cells, beta-arrestin-GFP redistribution (AID 1961); G-protein coupled receptor 55 (Homo sapiens); U2OS GPR55 beta-arrestin-GFP redistribution imaging; higher % means a stronger effect; activation, % at 10 µM; hits with a dose series show EC50 in µM; 290,000 compounds, 0.048% hits;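 active = activation above 40% with more than 50 cells counted in the well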;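 note: U2OS osteosarcoma cells stably expressing GPR55 and beta-arrestin-GFP; plate controls were DMSO negative control for no effect and LPI positive control for full effect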
K1F lysis inhibition: inhibition of K1F phage lysis, E. coli UTI89, bacterial capsule biogenesis inhibitors, alamar blue (AID 488966); E. coli UTI89 K1F phage lysis, alamar blue, 2 h; higher % means a stronger effect; one-dose inhibition, % at 100 µM; IC50 in µM for titrated hits; 340,000 compounds, 0.02% hits;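 active = phage lysis inhibition, versus mean bacterial control, above a set limit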;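 note: capsule biogenesis inhibitors block K1F phage lysis so surviving cells raise fluorescence; higher fluorescence means more inhibition of phage lysis; actives were called in the ten point dose series up to 300 µM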
GPR35 antagonists: GPR35 antagonists blocking zaprinast-driven arrestin recruitment, primary screen, imaging, U2OS, beta-arrestin-GFP, zaprinast agonist (AID 2058); G-protein coupled receptor 35 (Homo sapiens); U2OS GPR35 beta-arrestin-GFP translocation imaging, zaprinast antagonism; higher % means a stronger effect; one-dose inhibition, % at 10 µM; IC50 in µM for titrated hits; 290,000 compounds, 0.052% hits;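 active = inhibition of at least 50% with at least 30 cells and total cytoplasm GFP at most 10,000,000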
HIV fusion peptide: inhibitors of HIV fusion peptide binding, primary screen, biochemical, uHTS, fluorescence dequenching (AID 1986) | cell-free peptide binding, fluorescence dequenching, 30 min; higher % means a stronger effect | inhibition, % at 20 µM, or IC50 in µM where a hit was titrated | 290,000 compounds, 0.3% hits; in the data active = inhibition mostly above about 52%, no sharp cut-off; inactive = mostly below about 76%; note: some results filed as inactive read as strong as hits
Siah-1 displacement: Siah-1 peptide-binding antagonists, primary screen, biochemical, fluorescence polarization, rhodamine-plectin, uHTS (AID 1817); E3 ubiquitin-protein ligase SIAH1 (Homo sapiens); 290,000 compounds, 0.02% hits; displacement, % at 20 µM; hits with a dose series show IC50 in µM; Siah-1 / rhodamine-plectin peptide fluorescence polarization; higher % means a stronger effect;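 active = displacement of at least 50% at 20 µM, with a fluorescence ratio check between 0.3 and a set limit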;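 note: plate controls were Siah plus tracer with DMSO for no effect and tracer alone without Siah for full effect; strong numbers were not always called active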
NTR1 ag: agonists of NTR1, primary screen, imaging, U2OS cells, beta-arrestin-GFP, high content (AID 493036). Neurotensin receptor type 1 (Homo sapiens), P30989. NTR1-U2OS beta-arrestin-GFP spot imaging, agonist mode. activation, % at 20 µM. 330,000 compounds, 0.17% hits;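 active = activation at or above 40% of the spot to cytoplasm intensity ratio, with at least 20 cells analyzed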;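 note: 0% = DMSO without peptide and 100% = 100 nM NTR1 peptide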
Target sequence (P30989 whole entry, looked up): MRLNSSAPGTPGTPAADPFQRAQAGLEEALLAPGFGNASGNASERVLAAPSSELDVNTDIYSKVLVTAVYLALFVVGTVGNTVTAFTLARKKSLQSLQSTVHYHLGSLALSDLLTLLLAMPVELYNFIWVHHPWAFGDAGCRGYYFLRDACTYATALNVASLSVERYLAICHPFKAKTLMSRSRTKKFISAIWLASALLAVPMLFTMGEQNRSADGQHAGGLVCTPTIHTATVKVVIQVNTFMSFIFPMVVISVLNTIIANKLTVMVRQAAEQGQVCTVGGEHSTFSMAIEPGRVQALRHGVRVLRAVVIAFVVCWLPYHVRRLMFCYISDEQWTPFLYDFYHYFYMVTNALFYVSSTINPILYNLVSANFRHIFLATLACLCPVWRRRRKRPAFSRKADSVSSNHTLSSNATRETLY
NTR1 ag cell count 20 µM: further read-out of NTR1 ag, marked with its call; cell count; measured here: cell count, cytotoxicity flag
An asterisk follows results filed as active; . = not tested or not shown; [ ] = another dose, or the depositor's remark.

Keys: A = AID2073; B = NS5 inhibitors; C = GPR55 LPI antagonism; D = GPR55 beta-arrestin; E = K1F lysis inhibition; F = GPR35 antagonists; G = HIV fusion peptide; H = Siah-1 displacement; I = NTR1 ag; J = NTR1 ag cell count 20 µM
O=C(COC(=O)c1cc(Cl)nc2ccccc12)c1ccc(Cl)cc1
  A = -4%	B = -1%	C = 8%	D = 0.3%	E = 2.4%[50 µM]	F = -2%	G = -3.7%	H = 2%	I = 7.5	J = 63
Cc1cccc(S(=O)(=O)Nc2cccc3c2C(=O)c2ccccc2-3)c1
  A = 27%	B = -5%	C = 5%	D = -0.3%	E = 1.6%	F = -10%	G = 0.2%	H = -6%	I = -0.5	J = 86
COc1cccc(C2C(C(=O)c3sc(C)nc3C)=C(O)C(=O)N2CCN2CCOCC2)c1OC (stereo unspecified)
  A = 2%	B = -7%	C = 7%	D = 0.7%	E = 1.0%	F = 9%	G = 1.0%	H = 0%	I = -1.0	J = 50
O=C(CSc1nc2c(sc3ccccc32)c(=O)n1CCCN1CCCC1)NCc1ccccc1
  A = 3%	B = -8%	C = -2%	D = -0.3%	E = 0.1%	F = 9%	G = -0.2%	H = 4%	I = 3.3	J = 59
S=c1[nH]nc(-c2cc(-c3ccco3)[nH]n2)n1-c1ccccc1Cl
  A = 28%	B = -7%	C = 8%	D = -0.1%	E = -0.3%	F = 10%	G = -1.8%	H = 0%	I = -1.3	J = 75
CCOC(=O)C1CCN(C(c2cccc(F)c2)c2sc3nc(C)nn3c2O)CC1 (stereo unspecified)
  A = 1%	B = -5%	C = 11%	D = 0.3%	E = -0.6%	F = 4%	G = -1.1%	H = 5%	I = 0.0	J = 91
Cc1c([N+](=O)[O-])cc(C(=O)Oc2cccc(C(=S)N3CCOCC3)c2)cc1[N+](=O)[O-]
  A = 8%	B = 11%	C = 22%	D = 0.2%	E = 0.0%	F = 7%	G = 0.9%	H = 15%	I = 3.2	J = 64
O=C(COC(=O)c1ccccn1)Nc1nccs1
  A = -4%	B = -6%	C = -14%	D = -0.1%	E = 0.0%	F = 13%	G = 23%	H = 7%	I = 0.6	J = 73
COc1ccc(NC(=O)Nc2cnccn2)cc1OC
  A = 0%	B = -5%	C = 7%	D = 0.5%	E = 2.5%[50 µM]	F = 15%	G = -1.1%	H = -2%	I = -1.0	J = 71
Cc1ccc(C2C3=C(CC(C)(C)CC3=O)NC3=C2C(=O)CC(C)(C)C3)o1
  A = -10%	B = 1%	C = -5%	D = -0.2%	E = -0.4%	F = -8%	G = 35%	H = 0%	I = -0.5	J = 50
CC1(C)CNC(=O)c2sc(NC(=O)c3ccccc3)nc2C1
  A = -8%	B = 4%	C = -4%	D = -0.4%	E = 0.1%	F = -1%	G = 0.8%	H = 8%	I = 0.7	J = 54
O=C(N1CCCCCC1)N1CCN(S(=O)(=O)c2cccc([N+](=O)[O-])c2)CC1
  A = -6%	B = -8%	C = -2%	D = -0.1%	E = -1.1%[50 µM]	F = -14%	G = 0.9%	H = 3%	I = 0.0	J = 60
COC(=O)COc1ccc2c(=O)c(Oc3ccccc3)c(C)oc2c1
  A = -7%	B = 2%	C = 11%	D = 0.0%	E = 0.2%	F = -5%	G = -3.4%	H = -1%	I = 6.1	J = 92
Cc1nn(C)c(Cl)c1S(=O)(=O)N1CCC(CO)(CCc2ccccc2)CC1
  A = 35%	B = -10%	C = -4%	D = -0.3%	E = -0.4%	F = 14%	G = 0.3%	H = -1%	I = 1.4	J = 53
Cc1cccc(C2c3[nH]c4ccccc4c3CCN2C(=O)c2ccc(=O)[nH]c2)n1 (stereo unspecified)
  A = 32%	B = -6%	C = -2%	D = 0.5%	E = -0.5%	F = -2%	G = 0.4%	H = -2%	I = -0.2	J = 31
Cc1cc(C)cc(NC(=O)N2CCNC(=O)C2CC(=O)Nc2cc(Cl)ccc2Cl)c1 (stereo unspecified)
  A = -44%	B = -8%	C = 14%	D = -0.2%	E = 0.2%	F = 8%	G = -1.7%	H = -2%	I = 1.6	J = 71
CN(C)C(/C=C/Nc1ccc(C#N)cc1)=C(C#N)C#N
  A = -2%	B = -2%	C = 27%	D = -0.1%	E = 0.3%	F = 3%	G = -1.6%	H = 4%	I = -0.5	J = 45
COC(=O)/C=C/C(=O)N1CCN(c2ccccc2)CC1
  A = -6%	B = -9%	C = 7%	D = 0.1%	E = 0.6%[50 µM]	F = 14%	G = 2.7%	H = -3%	I = .	J = .
O=C(c1ccc(-c2cccc(C(F)(F)F)c2)o1)N1CCOCC1
  A = -3%	B = -5%	C = 0%	D = -0.2%	E = 0.1%	F = 1%	G = -0.2%	H = 12%	I = -0.1	J = 71
CC(=O)c1sc(NC(=O)COc2ccc(Cl)cc2Cl)nc1C
  A = 40%	B = -4%	C = 0%	D = -0.1%	E = -0.4%	F = 0%	G = -2.5%	H = 4%	I = 0.3	J = 35
CCSc1nc2c(c(=O)n1CC)SC(C)C2 (stereo unspecified)
  A = 0%	B = -8%	C = -9%	D = 0.2%	E = 0.0%	F = -4%	G = -2.7%	H = 0%	I = -0.9	J = 46
Nc1ncc(-n2cncn2)c(-c2ccc(Cl)cc2)n1
  A = 7%	B = -4%	C = -1%	D = -0.1%	E = 0.4%	F = -3%	G = -0.4%	H = -2%	I = -0.9	J = 55
O=C(OCc1ccc(COC(=O)c2ccccn2)cc1)c1ccccn1
  A = 18%	B = 1%	C = -8%	D = 0.3%	E = 0.2%	F = 8%	G = 2.6%	H = -3%	I = 0.3	J = 72
NC(=O)c1ccc(C2SCC(=O)N2Cc2ccccc2)cc1 (stereo unspecified)
  A = -6%	B = -1%	C = 8%	D = -0.1%	E = 1.7%	F = 12%	G = 0.4%	H = 3%	I = 0.1	J = 53
CN1CCN(S(=O)(=O)c2ccc(=O)[nH]c2)CC1
  A = -4%	B = 2%	C = -7%	D = 0.5%	E = 3.6%	F = 12%	G = 1.8%	H = 4%	I = -0.3	J = 52
CSC(=NNC(=O)c1ccccc1O)SC
  A = -8%	B = -1%	C = 0%	D = 0.3%	E = 0.8%	F = 0%	G = 1.5%	H = 1%	I = -0.5	J = 53
Cc1ccc(S(=O)(=O)CCC(=O)OCC(=O)NCc2ccc(Cl)cc2)cc1
  A = 11%	B = -9%	C = -12%	D = 0.2%	E = -0.3%	F = 7%	G = -1.2%	H = 0%	I = 0.8	J = 36
CCN(CC)CCCNC(=O)c1cc2nc(-c3ccccc3)cc(C(F)(F)F)n2n1
  A = 6%	B = 4%	C = 16%	D = -0.1%	E = 0.7%	F = 1%	G = 0.2%	H = -1%	I = 0.7	J = 67
Oc1cc2c(cc1CN1CCN(c3ncccn3)CC1)OCO2
  A = -9%	B = -8%	C = -2%	D = -0.1%	E = 1.6%[50 µM]	F = -3%	G = -1.9%	H = 2%	I = 1.5	J = 66
Cc1csc(CN(C)C(=O)C2CCC(=O)N(Cc3ccc(Cl)cc3)C2)n1 (stereo unspecified)
  A = 2%	B = -4%	C = 18%	D = 0.9%	E = 1.9%	F = -16%	G = -0.9%	H = 6%	I = -1.3	J = 79
Cc1ccnc(NC(=O)/C=C/c2ccccc2[N+](=O)[O-])c1
  A = -3%	B = .	C = 13%	D = -0.1%	E = .	F = -5%	G = -3.4%	H = -2%	I = -0.8	J = 87
CCOC(=O)Nc1cc(OC)c(OC)cc1Cc1nccc2cc(OC)c(OC)cc12
  A = -8%	B = 1%	C = 13%	D = 0.0%	E = 5.2%	F = 2%	G = -1.2%	H = 2%	I = 0.1	J = 45
O=C(NCc1ccccn1)c1nn(-c2ccccc2)c(=O)c2ccccc12
  A = 26%	B = -4%	C = 1%	D = 0.4%	E = 0.1%	F = 8%	G = -1.7%	H = 2%	I = -0.2	J = 58
Cc1c(-c2ccc(Cl)cc2)oc(=O)c2c(N)n(-c3ccccc3)nc12
  A = 2%	B = -4%	C = -11%	D = -0.1%	E = 0.1%	F = 12%	G = -6.7%	H = 12%	I = 3.1	J = 88
CCS(=O)(=O)c1ccc(C(=O)Nc2cccc(Cl)c2)c(Cl)c1Cl
  A = -1%	B = -3%	C = -1%	D = 0.0%	E = 0.8%	F = -3%	G = 2.3%	H = 0%	I = 1.2	J = 71
COCCCNc1nc(N)c([N+](=O)[O-])c(NC2CCCCC2)n1
  A = 4%	B = -1%	C = 4%	D = -0.1%	E = 0.2%	F = -21%	G = 0.0%	H = 3%	I = 1.5	J = 52
CCCCc1n[nH]c(=S)n1Cc1ccc(Cl)cc1
  A = -12%	B = 18%	C = 2%	D = -0.5%	E = 0.4%	F = -6%	G = 0.9%	H = 6%	I = -1.6	J = 58
O=C(c1ccc(S(=O)(=O)N2CCOCC2)cc1)N1CCN=C1SCc1cccnc1
  A = 7%	B = -12%	C = 6%	D = -0.1%	E = 4.6%	F = 20%	G = -0.1%	H = -3%	I = -1.1	J = 77
COc1ccc(C(=O)Nc2ccc(N3CCCC3)cc2)cc1
  A = 37%	B = 5%	C = -3%	D = -0.1%	E = -0.1%	F = -3%	G = 0.0%	H = 0%	I = 0.0	J = 68
O=C(COC(=O)CCc1c[nH]c2ccccc12)NCc1ccc(Cl)cc1
  A = 4%	B = 0%	C = 4%	D = 0.6%	E = 1.0%[50 µM]	F = 0%	G = 0.5%	H = 4%	I = 1.8	J = 48
CC(=O)Nc1ccc(NC(=O)/C=C/c2cccc(C(F)(F)F)c2)cc1
  A = 30%	B = -2%	C = -12%	D = -0.2%	E = 1.2%[50 µM]	F = 5%	G = 0.0%	H = 6%	I = -1.8	J = 61

Hits appear at their usual frequency. Share with any hit: about 1.2%.
